GPR151 activ – activators of human GPR151 | Q8TDV0 | PathHunter beta-arrestin GPR151 cells, luminescence | activation, % at 11.2 µM | actives 1% (n = 650,000) | AID 1508602; in the data active means activation above about 4.9%;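 further: 0% = median of compound wells and 100% = cells with positive control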
MITF primary – human MITF inhibition, primary screen; inhibition, % at 2.6 µM; actives 0.91% (n = 650,000); O75030; AlphaScreen MITF homodimerization, bead proximity signal; AID 1259374; in the data active means inhibition above about 50%;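 further: 0% = vehicle wells with protein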
FBW7 activator – human FBW7 E3 ligase activation, primary screen | Q969H0 | AlphaScreen FBW7–phospho-cyclin E peptide binding, activator screen | normalized activity (activation), % at 26.1 µM | actives 0.13% (n = 650,000) | AID 1259310; in the data active means normalized activity above about 1.9%;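 further: purified mutant Fbw7 with reduced substrate affinity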
Target sequence (Q969H0 whole entry, looked up): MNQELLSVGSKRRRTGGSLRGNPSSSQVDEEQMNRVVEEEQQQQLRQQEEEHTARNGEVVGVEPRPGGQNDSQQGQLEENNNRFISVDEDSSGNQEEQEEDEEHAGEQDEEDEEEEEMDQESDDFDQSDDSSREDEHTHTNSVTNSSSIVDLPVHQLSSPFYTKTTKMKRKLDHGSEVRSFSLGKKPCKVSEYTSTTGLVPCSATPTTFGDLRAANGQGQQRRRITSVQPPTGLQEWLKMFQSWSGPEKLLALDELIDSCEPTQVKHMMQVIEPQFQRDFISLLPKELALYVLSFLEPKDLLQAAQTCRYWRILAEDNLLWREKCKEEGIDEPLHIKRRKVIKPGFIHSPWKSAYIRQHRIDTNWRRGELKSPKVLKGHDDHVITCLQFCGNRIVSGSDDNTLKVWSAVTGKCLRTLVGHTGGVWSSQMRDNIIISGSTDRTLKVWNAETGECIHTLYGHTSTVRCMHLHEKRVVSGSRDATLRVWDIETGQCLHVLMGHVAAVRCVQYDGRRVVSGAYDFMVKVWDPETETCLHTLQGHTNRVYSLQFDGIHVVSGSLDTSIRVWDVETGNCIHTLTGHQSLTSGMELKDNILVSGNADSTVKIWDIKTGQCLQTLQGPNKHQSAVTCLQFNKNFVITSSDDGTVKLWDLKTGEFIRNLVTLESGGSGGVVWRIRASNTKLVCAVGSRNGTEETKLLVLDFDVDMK
TEAD-YAP inh – TEAD-YAP interaction inhibition; HEK-TIYL cells, TEAD-Gal4/YAP UAS-luciferase luminescence; inhibition, % at 9.12 µM; actives 1.4% (n = 640,000); AID 1259422; in the data active means inhibition above about 32%;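 further: 0% = median of test compound wells and 100% = reference inhibitor wells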
Starred values were filed as active, the others as inactive.

compound	MITF primary	FBW7 activator	TEAD-YAP inh	GPR151 activ
CCN1C(=O)C(C)(C)COc2ccc(NC(=O)COc3ccc4ccccc4c3)cc21	8.1	-0.1	-3.4	0.5
O=C(NCCc1nc2ccccc2[nH]1)c1cccc(Cl)c1	0.2	0.0	-4.2	1.4
CCOC(=O)c1c(/N=C/c2cc(OC)cc([N+](=O)[O-])c2O)sc(C)c1C	1.4	-0.1	0.5	2.2
Cc1cccn2cc(-c3ccc(S(=O)(=O)N4CCCCCC4)cc3)nc12	-3.8	0.8	18.9	-6.9
CCOC(=O)c1cc2occc2n1CC(=O)NCc1ccccc1F	8.4	-0.1	6.2	-1.3
COc1ccc(CC2(CO)CCN(S(=O)(=O)c3cc(C)cs3)CC2)cc1	-13.5	-0.1	3.3	-0.2
C[C@H](Nc1ccc(C(F)(F)F)cc1[N+](=O)[O-])C(=O)N1CCc2ccccc21	-5.4	0.1	-6.8	-2.3
O=C(Cc1ccccc1)Nc1ccc(I)cc1F	-4.5	-0.2	-4.2	1.9
Fc1ccc(OCCCNCc2ccco2)cc1	35.9	-0.3	1.5	-0.6
CC(=O)c1ccc(NC(=O)CCC(=O)Nc2ccc(C(C)=O)cc2)cc1	-2.2	0.0	-39.5	-0.3
CN1[C@@H](C(=O)NCc2cccs2)C[C@@H](c2ccc(F)cc2)NS1(=O)=O	4.5	-0.1	-0.9	-0.3
O=C(Cc1cccc(Br)c1)Nc1cnn(-c2cccc(C(=O)Nc3ccc(N4CCOCC4)cc3)c2)c1	-14.9	0.3	-0.2	-0.8
O=C(c1cnn2c(C(F)(F)F)cc(-c3ccc4c(c3)OCO4)nc12)N1CCCCCC1	15.1	0.5	-5.8	-0.3
Cc1ccc(NC(=O)c2nnn(Cc3cccc(F)c3)c2N)c(C)c1	9.4	0.2	12.7	-1.0
O=C(CC1(O)C(=O)Nc2ccc(F)cc21)c1ccc(Cl)s1 (configuration not stated)	29.2	-0.1	6.9	1.2
Cc1ccc(OCC(=O)NC(=S)NC2=NCCS2)cc1C	-0.3	0.0	2.6	1.8
COc1cc(Nc2nc3ccc(C(=O)NCc4cccnc4)cc3s2)cc(OC)c1OC	6.1	-0.1	42.0*	2.5
CCOc1cc(-c2ccc(O)cc2)cc(=O)c2c(C)oc(C)c12	17.1	-0.1	4.2	1.4
CCCCOC(=O)c1cccc2c1-c1ccccc1/C2=N\O	-3.0	0.0	0.8	1.0
CN1C(=O)CCc2cc(NC(=O)NCc3ccc(F)cc3)ccc21	-2.8	0.1	8.6	1.5
O=C(CSc1ccc(Cl)cc1)OCC(=O)c1ccccc1	8.4	-0.5	6.8	0.7
CC1CCCN(CC(O)COc2ccccc2Br)C1 (configuration not stated)	13.1	0.1	4.1	-1.5
O=C(O)/C=C/C=C/c1ccco1	11.4	-0.1	5.1	-1.6
COc1ccc(OC)c(NC(=O)CN(CCc2ccccc2)S(=O)(=O)c2ccc(Cl)cc2)c1	6.0	0.3	-1.8	-0.3
COc1ccc(-c2nc(C(N)=O)c3[nH]c(=O)n(-c4ccc(C)cc4)c3n2)c(OC)c1	4.4	0.1	-0.8	0.5
CCCCn1c(CNC(=O)Cc2ccccc2)nnc1SC(C)C(=O)Nc1sc2c(c1C(=O)OCC)CCCC2 (configuration not stated)	7.9	0.1	-3.5	-1.2
CC1CCN(Cc2nnnn2CC(=O)N(C)C2CCOC2)CC1 (configuration not stated)	4.1	0.0	1.7	0.6
COc1ccccc1Oc1nc2c(c(=O)n(Cc3ccccc3F)c(=O)n2C)n1C	4.4	0.9	5.9	2.6
CC1=C(C(=O)N2CCOCC2)C(c2cc(C)ccc2C)NC(=O)N1 (configuration not stated)	20.5	0.2	9.9	-0.1
CCn1c(=O)[nH]c2ccc(Br)cc2c1=O	-2.4	0.1	12.5	0.6

The closing two compounds of the part before come first, to join the parts:
compound	MITF primary	FBW7 activator	TEAD-YAP inh	GPR151 activ
CC1=C(C(=O)N2CCOCC2)C(c2cc(C)ccc2C)NC(=O)N1 (configuration not stated)	20.5	0.2	9.9	-0.1
CCn1c(=O)[nH]c2ccc(Br)cc2c1=O	-2.4	0.1	12.5	0.6
Cc1ccc(C(=O)COC(=O)CCC(=O)Nc2ccc(F)cc2)cc1[N+](=O)[O-]	-25.6	-0.2	2.9	0.0
COc1cccc(/C(C)=N/NC(=O)c2ccc(N(C)C)cc2)c1	2.0	-0.1	-12.2	0.2
Cc1nn(C(=O)C2CCCC2)c(C)c1S(=O)(=O)N1CCCC1	18.6	0.0	5.7	-2.6
COc1ccc(/C=C2/N=C(c3cc([N+](=O)[O-])ccc3Cl)OC2=O)cc1OC	2.8	-0.2	21.3	3.2
Cc1ccc(-n2c(=O)c(C#N)cc3c(=O)n4cc(C)ccc4nc32)c(C)c1	1.6	0.0	-13.8	-0.2
Cc1ccc(NC(=O)C2CCCC2)nc1	9.1	0.4	-31.7	-0.5
Nc1cccc(-c2cn3c(NC(=O)c4ccc(F)c(Cl)c4)cnc3cn2)c1	17.2	-0.3	4.9	-0.5
O=[N+]([O-])c1cccc(CNC2CCCC2)c1	18.6	-0.2	1.3	0.0
Cc1ccc2nc(SCC(=O)NCc3cccs3)c(C#N)cc2c1	4.6	-0.1	-4.0	-0.4
Cc1ccc(S(=O)(=O)N(CC(O)CN2CCOCC2)c2cccc3ccccc23)cc1 (configuration not stated)	-1.9	-0.2	-5.2	1.3
Cc1ccn2cc(-c3ccc(S(=O)(=O)N4CCCCCC4)cc3)nc2c1	27.3	0.1	-10.5	-1.1
O=C(c1ccc(N2CCCCCC2)c([N+](=O)[O-])c1)N1CCc2ccccc21	-2.2	-0.1	4.5	1.4
COc1ccc(C(=O)Nc2n[nH]c(-c3ccncc3)n2)cc1	6.3	0.1	0.0	-0.9
CCOc1ccc(-n2c(=S)sc3c(=O)n(-c4ccc(C)cc4)c(SCC(=O)Nc4cc(C)on4)nc32)cc1	13.2	0.2	-4.8	-1.0
COc1ccccc1N1CC(C)Cn2c1nc1c2c(=O)n(Cc2ccc(C)cc2)c(=O)n1C (configuration not stated)	3.5	0.1	3.3	-1.0
COC(=O)c1cc(OC)c(OC)c(OC)c1N=Cc1c(O)n(Cc2ccccc2)c(=O)[nH]c1=O	0.5	-0.4	5.6	0.4
CC(=O)Nc1nc(SCC(=O)N2CCOCC2)[nH]c(=O)c1NC(=O)c1ccc(F)cc1	6.6	0.1	9.0	1.4
O=C(CCc1nc2cccnc2n1Cc1cccs1)NC1CCCCC1	2.7	0.1	0.5	-1.9
O=C(Nc1ccc(Cl)cc1)c1cn2ccsc2n1	14.7	0.3	3.9	-0.5
COc1cccc2c1OC1(C)CC2NC(=O)N1c1ccccc1 (configuration not stated)	-2.3	0.2	-4.1	-0.4
COC(=O)c1ccccc1NC(=O)c1ccccc1F	5.9	0.1	7.3	0.7
Cc1ccnc(NC(=O)CSC2=NC(=O)C(c3ccccc3)C(=O)N2)c1 (configuration not stated)	92.7*	-0.2	2.6	1.2
CCOc1ccc(C2N(c3ccc(F)cc3)C(=O)C3CCCN32)cc1OC (configuration not stated)	4.2	0.5	-4.8	0.2
C=CCn1c(C)nnc1SCc1csc(-c2ccccc2)n1	-14.9	-0.2	-61.0	-2.3
COc1cc(C2C(C#N)=C(N)Oc3n[nH]c(-c4cccc([N+](=O)[O-])c4)c32)ccc1O (configuration not stated)	9.5	0.0	5.9	0.8
CCC(C)(C)n1nnnc1C(c1ccncc1)N1CCN(c2cccc(OC)c2)CC1 (configuration not stated)	-12.9	0.1	1.1	2.9
COC(=O)c1ccc(NC(=O)CN(c2cc(Cl)ccc2OC)S(C)(=O)=O)cc1	21.8	0.2	0.9	1.2
CCOc1cccc2c1OC(c1ccc(OC)c(OC)c1)N1N=C(c3ccc(C)o3)CC21 (configuration not stated)	-10.0	-0.1	-10.4	-0.5
CCC(=O)Nc1sc(C)c(CC)c1C(=O)OC(C)C	7.1	0.0	7.8	0.1
CCOc1cc(NC(=O)C(F)(F)F)c(OCC)cc1NC(=O)C(F)(F)F	4.7	-0.3	-2.9	-1.3

Other entries follow:
compound	MITF primary	FBW7 activator	TEAD-YAP inh	GPR151 activ
COc1cccc(C2CC(=O)NC3=C2C(=O)CC(c2ccccc2Cl)C3)c1 (configuration not stated)	14.7	-0.1	4.0	-0.2
Cc1ccc(CSc2nnc(-c3cccc(S(=O)(=O)N4CCOCC4)c3)o2)cc1	11.9	0.0	-5.5	-1.8
O=C(Cn1nc(-c2ccccc2F)ccc1=O)Nc1cccc(C(=O)NC2CC2)c1	12.0	0.3	8.8	0.6
O=C(Nc1ccccc1F)C1CCN(S(=O)(=O)c2cccc3nsnc23)CC1	-7.0	-0.1	-0.9	-1.2
COc1cccc2c1OC1(C)CC2NC(=O)N1c1ccc(F)cc1 (configuration not stated)	-4.8	-0.1	-10.7	-1.0
CC(C(=O)NCCn1nc(-c2cccs2)oc1=O)n1ncc2ccccc2c1=O (configuration not stated)	3.7	0.0	3.3	-0.3
CCC12CN3CCN(CC(C3)/C1=N\N=C1/C3CN4CCN(C3)CC1(CC)C4)C2	13.6	0.5	4.7	-0.1
Cc1nn(-c2ccc(F)cc2)c2ncc(C(=O)NCCCn3ccnc3)c(Cl)c12	-9.4	0.2	65.4*	-0.7
O=C1NC2(CCN(C(=O)CCn3ncc4ccccc43)CC2)Nc2ccccc21	1.3	-0.1	-11.1	0.5
Cc1cc(CN2CCCC(C(=O)Nc3ccc(-c4ccn[nH]4)cc3)C2)oc1C (configuration not stated)	5.8	0.0	-0.8	1.2
COc1cccc(OCC(=O)Nc2c(C(=O)Nc3ccccc3OC)oc3ccccc23)c1	2.9	-0.1	4.4	2.1
COc1ccc2c(c1)/C(=N/N1C(=O)c3ccccc3C1=O)C(=O)N2	-2.6	-0.1	10.2	0.3
COc1ccc(C(=O)O/N=C(/c2ccccc2)c2ccncc2)cc1[N+](=O)[O-]	0.6	-0.1	0.3	0.1
O=C(NCCc1ccc(O)cc1)c1csc(N2CCC(N3CCOCC3)CC2)n1	28.2	0.2	-12.8	1.3
Cc1ccc(CC(=O)NC2CC(C)(C)NC(C)(C)C2)cc1	7.3	0.1	-8.9	2.0
O=C(NCCCn1ccnc1)c1ccccc1C(=O)c1ccccc1	-0.4	0.1	11.2	0.1
Cc1ccc(C(=O)NC(=S)Nc2cccnc2Cl)cc1	-7.2	0.0	-43.4	-0.9
CC(C)Oc1ccc(COC2C(C(O)CO)OC3OC(C)(C)OC32)cc1 (configuration not stated)	-1.6	0.1	1.9	0.1
Nn1cnn2c(SCc3ccc(Cl)cc3Cl)nnc12	10.5	0.1	8.2	-0.7
CCN(CC)c1ccc2cc(C(N)=O)c(=Nc3ccc(-c4nc5ccc(C)cc5s4)cc3)oc2c1	17.3	0.3	-13.8	-1.4
O=[N+]([O-])C(=C1NCCN1)C(=C(Cl)Cl)N1CCCC1	5.1	0.1	-2.2	0.4
OC(COc1ccc2c(c1)OCO2)CN1CCN(c2ccccn2)CC1 (configuration not stated)	13.1	0.0	6.7	0.5
Cc1cc(C(=O)N/N=C/c2ccccc2F)c(C)o1	7.5	-0.1	-42.8	-2.5
Cc1cc(C)c(NC(=O)CC2Sc3ccccc3NC2=O)c(Cl)c1 (configuration not stated)	8.5	0.2	37.1*	0.6
Cc1oc2cc(OC(=O)N3CCOCC3)ccc2c(=O)c1-c1ccc(Cl)cc1	-12.2	-0.2	4.6	0.4
O=C(CC(c1ccccc1)c1ccccc1)Nc1ncccn1	1.4	-0.1	-6.1	-0.9
Cc1n[nH]c(C)c1S(=O)(=O)N(CC(=O)O)c1ccc2c(c1)OCO2	-3.5	0.1	-1.1	-0.6
Cc1c2cnn(-c3ccccc3)c(=O)c2c(C)n1C(C)C(=O)NCc1ccc(F)cc1 (configuration not stated)	-4.2	-0.1	-0.1	3.6

Rewritten field by field: part of the list above
O=C1NC2(CCN(C(=O)CCn3ncc4ccccc43)CC2)Nc2ccccc21
  MITF primary = 1.3
  FBW7 activator = -0.1
  TEAD-YAP inh = -11.1
  GPR151 activ = 0.5

Cc1cc(CN2CCCC(C(=O)Nc3ccc(-c4ccn[nH]4)cc3)C2)oc1C (configuration not stated)
  MITF primary = 5.8
  FBW7 activator = 0.0
  TEAD-YAP inh = -0.8
  GPR151 activ = 1.2

COc1cccc(OCC(=O)Nc2c(C(=O)Nc3ccccc3OC)oc3ccccc23)c1
  MITF primary = 2.9
  FBW7 activator = -0.1
  TEAD-YAP inh = 4.4
  GPR151 activ = 2.1

Assay outcomes (PubChem BioAssay)
